Screening data (PubChem BioAssay)
TrxR1 substrate = is turned over as a substrate by rat TrxR1; Potency, µM (top dose mostly 114 µM), without a hit: at the highest dose activity change, negative = substrate turnover; AID 588456; hit rate 0.01% among 390,000; O89049; purified TrxR1 substrate turnover, NADPH consumption readout; note: potency is the fitted concentration of half-maximal effect; % is set by controls: 0 for no effect and ±100 for the full control effect; nearly all actives have a fitted effect of over 50% in size
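Rat TrxR1, dispensed at 90 nM, was prereduced with 400 uM NADPH (final) for 5 min at ~22 deg C, then incubated with compound 15 min before 400 uM selenite. A first-read NADPH fluorescence drop versus no-compound background flagged substrates.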
Pin1 inhibitor = inhibitors of human Pin1 | Pin1 FP peptide displacement, HiFluor488, 10 min | Potency, µM (series often up to 115 µM), for the others: at the highest dose activity, negative = inhibition, usual class: inhibitors | hit rate 0.009% among 390,000; active = well fitted inhibition curve with a large enough effect in the polarisation, with a control signal flat, not every such curve was filed as active; inconclusive = small, poorly fitted or top-dose-only effect, or effect the other way, or a change in a side signal; inactive = no such curve, though single readings can be large or run the other way; the % refers to the polarisation; note: potency is the fitted concentration of half-maximal effect; % is set by controls: 0 for no effect and ±100 for the full control effect
rTrxR1 inhibitor = blocks rat thioredoxin reductase 1; recombinant rTrxR1, NADPH fluorescence consumption, selenite substrate; Potency, µM (highest dose often 114 µM), without a hit: at the highest dose activity change, negative = inhibition, usual class: inhibitors; O89049; hit rate 1% among 390,000; AID 588453; note: potency is the fitted concentration of half-maximal effect; % is set by controls: 0 for no effect and ±100 for the full control effect; nearly all actives have a fitted effect of over 65% in size
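Rat TrxR1 (90 nM in the dispensed reagent) was pre-reduced with 400 uM NADPH for 5 min at room temperature, then incubated with compound for 15 min. After 400 uM selenite was added, NADPH fluorescence (Ex 340/Em 450 nm) was followed for 8 min.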
PI4K2A inh = PI4K2A (human) kinase inhibition; hit rate 0.13% among 420,000; AID 1346378; activity change, negative = inhibition, % at 76.9 µM; purified PI4K2A, ADP-Glo luminescence, 1 h; active compounds read low; in the data active = activity change below about -50%; inconclusive = mostly about -30% to -49%;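 note: -100% = wells without enzyme as full effect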
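ADP-Glo luminescence measured ADP generated by PI4K2A enzyme (4 ug/mL before mixing) with 1.2 mM PI substrate (pre-mix) and 300 microM ATP (pre-mix). Tris pH7.5 buffer with MgCl2, Triton X-100; 1 h reaction at ambient temperature.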
Tb PGK inh = blocks T. brucei phosphoglycerate kinase | AID 602233 | Potency, µM (titrated, usually from 57.5 µM), without a hit: at the top dose activity change, negative = inhibition, actives largely listed as inhibitors | PGK/GAPDH coupled, Kinase-Glo luminescence, 60 min | P07378 | hit rate 0.043% among 380,000; note: potency is the fitted concentration of half-maximal effect; % is set by controls: 0 for no effect and ±100 for the full control effect; nearly all actives have a fitted effect of over 60% in size
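Recombinant glycosomal PGK reaction used 1,3-bisphosphoglycerate generated in-well by GAPDH (100nM final) in 100mM TEA pH 7.6, 5mM MgCl2, 0.01% Tween-20. After 60 minutes at room temperature, ATP was read by Kinase-Glo Plus luminescence end-point.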
HP1b binding inh = HP1-beta chromodomain-methylated histone interaction inhibition. AlphaScreen HP1-beta / biotin-H3K9me3 peptide binding. hit rate 0.56% among 390,000. Potency, µM (highest dose often 114 µM), for inactives: at the top dose activity change, negative = inhibition, most hits filed as inhibitors. AID 540317; note: potency is the fitted concentration of half-maximal effect; nearly all actives have a fitted effect of over 70% in size; inactives centre near 23
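AlphaScreen: HP1-beta (50 nM) preformed 30 min with biotin-H3(1-18)K9me3 peptide (50 nM) in PBS pH 7.4, 0.01% Tween-20. Compound added for 30 min at RT, then streptavidin donor/nickel chelate acceptor beads (10 ug/mL) for 30 min.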
GLS inh = blocks human kidney-isoform glutaminase activity; Potency, µM (titrated, usually from 45.5 µM), inactives show at the highest dose activity change, negative = inhibition, usual class: inhibitors; GLS enzymatic activity, qHTS titration; O94925; hit rate 0.21% among 410,000; note: potency is the fitted concentration of half-maximal effect; % is set by controls: 0 for no effect and ±100 for the full control effect
Target sequence (O94925 whole entry, looked up, canonical isoform): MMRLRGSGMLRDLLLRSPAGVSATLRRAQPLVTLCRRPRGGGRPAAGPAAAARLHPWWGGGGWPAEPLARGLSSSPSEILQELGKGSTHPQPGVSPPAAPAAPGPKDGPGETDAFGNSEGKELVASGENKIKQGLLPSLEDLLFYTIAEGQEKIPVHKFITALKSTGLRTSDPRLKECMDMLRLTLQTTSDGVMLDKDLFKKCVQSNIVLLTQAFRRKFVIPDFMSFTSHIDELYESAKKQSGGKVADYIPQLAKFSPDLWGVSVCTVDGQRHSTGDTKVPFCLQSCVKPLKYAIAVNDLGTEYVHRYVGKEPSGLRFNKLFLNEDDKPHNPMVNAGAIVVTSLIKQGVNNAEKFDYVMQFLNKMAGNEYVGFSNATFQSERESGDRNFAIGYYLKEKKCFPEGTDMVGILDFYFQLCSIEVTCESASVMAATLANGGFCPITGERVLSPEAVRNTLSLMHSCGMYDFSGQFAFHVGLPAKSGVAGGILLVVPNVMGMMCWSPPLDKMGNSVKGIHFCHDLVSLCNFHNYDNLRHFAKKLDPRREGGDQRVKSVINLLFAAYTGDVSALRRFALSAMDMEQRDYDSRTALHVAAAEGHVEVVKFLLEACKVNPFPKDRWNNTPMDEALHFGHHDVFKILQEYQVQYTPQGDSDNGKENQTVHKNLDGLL
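Enzyme dispensed in phosphate buffer (45 mM, pH 8.2, 0.02% Tween-20), compounds pinned in, then 1 mM L-glutamine solution and the glutamate oxidase–HRP–Amplex Red mix added; fluorescence read immediately and again after 30 min at room temperature.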
IDH1 R132H inh = inhibitors of human mutant IDH1 R132H | IDH1-R132H enzyme, NADPH consumption, diaphorase/resazurin fluorescence | Potency, µM (series often up to 76.6 µM), for inactives: at the highest dose activity change, negative = inhibition, usual class: inhibitors | hit rate 0.093% among 390,000 | AID 602179; note: potency is the fitted concentration of half-maximal effect; % is set by controls: 0 for no effect and ±100 for the full control effect; nearly all actives have a fitted effect of over 65% in size
Target sequence (O75874 whole entry R132H, stated change not applied): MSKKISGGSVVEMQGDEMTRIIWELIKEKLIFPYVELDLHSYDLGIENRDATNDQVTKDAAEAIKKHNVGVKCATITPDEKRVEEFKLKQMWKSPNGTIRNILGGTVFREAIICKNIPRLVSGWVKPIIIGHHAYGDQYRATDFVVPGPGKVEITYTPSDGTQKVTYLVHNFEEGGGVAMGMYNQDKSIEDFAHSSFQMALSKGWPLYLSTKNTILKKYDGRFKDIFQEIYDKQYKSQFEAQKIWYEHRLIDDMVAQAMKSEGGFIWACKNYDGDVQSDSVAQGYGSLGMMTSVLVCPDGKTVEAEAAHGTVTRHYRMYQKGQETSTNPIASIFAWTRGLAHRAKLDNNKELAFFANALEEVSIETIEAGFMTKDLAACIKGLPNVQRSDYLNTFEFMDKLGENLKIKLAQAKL
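IDH1-R132H (0.5 ug/mL) preincubated 30 min with compound, then NADPH (0.016 mM) and alpha-KG (2 mM) added; 80 min at RT, pH 7.5. Remaining NADPH coupled via diaphorase/resazurin to fluorescence (540/590 nm); concentration-response curves normalized to no-enzyme control.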
USP1 inh = USP1/UAF1 (human) deubiquitinase inhibition | hit rate 0.23% among 390,000 | Potency, µM (titrated, usually from 57.1 µM), for inactives: top-dose activity change, negative = inhibition, actives largely listed as inhibitors | O94782 | recombinant USP1/UAF1, Ub-Rhodamine cleavage fluorescence; note: potency is the fitted concentration of half-maximal effect; % is set by controls: 0 for no effect and ±100 for the full control effect; nearly all actives have a fitted effect of over 60% in size; inactives centre near -12
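Step one: compound is pinned into 1nM USP1/UAF1 in HEPES pH 7.8 buffer with TCEP. Step two: 15 min room-temperature incubation. Step three: Ub-Rho (150nM final) starts cleavage, tracked by fluorescence over six one-minute reads.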
Starred values were filed as active, the others as inactive; i = inactive; ? = inconclusive; . = no result given; & = joins results of further samples; [ ] = dose if it differs, or a comment. Unless noted, calls come from the whole dose curve; as a rule, active = well fitted curve in the direction sought with a large enough effect; inconclusive = small, poorly fitted or top-dose-only effect, or another doubt; inactive = no such curve, though single readings can be large; an effect the other way counts as inactive or inconclusive. Not all compounds are listed (hit frequency here may not be typical).

1	Cc1ccc(S(=O)(=O)N2CCN(C(=O)COC(=O)COc3ccc(Br)cc3)CC2)c(C)c1
2	O=C(CSc1ncnc2ccccc12)NCC(=O)c1ccccc1
3	O=C(CNCc1ccccc1)NCCCN1CCCC1=O
4	O=C(NCCN1CCOCC1)C(=O)NCC1CCCO1 (stereo unspecified)
5	c1ccc2nc3c(nc2c1)c1ccccc1n3CCN1CCOCC1
6	CC(c1ccccc1)N1C(=O)c2ccccc2C1O (stereo unspecified)
7	COC(C(=O)N/N=C/c1ccc(OCC(=O)N2CCOCC2)cc1)c1ccccc1 (stereo unspecified)
8	COc1cccc(CNC(=O)C2CCN(c3nn4c(=O)cc(C)nc4s3)CC2)c1
compound no.	1	2	3	4	5	6	7	8
TrxR1 substrate	2%	-11%[57.1 µM]	7%[57.1 µM]	-3%	-8%	8%[57.1 µM]	3%	-1%&-8%
Pin1 inhibitor	-18%	2%	-8%	15%	-4%	-5%	-9%	-1%&3%
rTrxR1 inhibitor	21%	-4%[57.1 µM]	11%[57.1 µM]	13%	-18%	23%[57.1 µM]	16%	17%&-5%
PI4K2A inh	2	5	-1	-3	-2	5	0	32&-6
Tb PGK inh	-6%	-6%	-1%	-1%	-9%	0%	-3%	-6%&-5%
HP1b binding inh	17%	17%	?	34%	49%	29%	13%	19%&23%
GLS inh	0%	0%	-17%	-1%	-2%	-4%	-1%	1%&5%
IDH1 R132H inh	-10%	0%	-1%	-1%	14%	-15%	-3%	2%&-12%
USP1 inh	1%	13%	-14%	-14%	-13%	-21%	?	-16%&-12%

9	Cn1ccnc1C(O)(c1nnc(-c2ccccc2)o1)C(F)(F)F (stereo unspecified)
10	COc1ccc(-c2nc(SCC(=O)NC3CCCC3)c(-c3ccc(F)cc3)[nH]2)cc1OC
11	CC(C)(C)c1cccc(P(=O)(c2ccccc2)c2ccccc2)c1O
12	O=C(Nc1ccccc1C(=O)Nc1ccccc1)c1cccs1
13	CC1CCCCN1CCCn1c(=S)[nH]c2ccccc2c1=O (stereo unspecified)
14	CC(c1ccco1)N(C(=O)c1cccc(S(=O)(=O)N(C)C)c1)c1ccccn1 (stereo unspecified)
15	Cc1c(C(=O)N(C)CCc2cnn(C)c2)oc2c(F)cccc12
16	Cc1c(C)n(C(=O)CSc2nncn2C)c2ccccc12
compound no.	9	10	11	12	13	14	15	16
TrxR1 substrate	-4%[11.4 µM]	-9%	4%	-1%	3%[57.1 µM]	-1%	1%[57.1 µM]	-9%
Pin1 inhibitor	-27%	-1%	-4%	-6%	0%	-3%	-8%	3%
rTrxR1 inhibitor	-6%[11.4 µM]	2%	20%	-22%	6%[57.1 µM]	11%	14%[57.1 µM]	-16%
PI4K2A inh	-2	-1	6	4	4	2	2	10
Tb PGK inh	i	-4%	-4%	-2%	-7%	-7%	2%	-11%
HP1b binding inh	48%[activator]	-18%	11%	17%	42%[activator]	11%	78%[activator]	18%
GLS inh	-11%	-6%	8%	0%	1%	-3%	-5%	8%
IDH1 R132H inh	1%	-12%	-12%	-1%	1%	9%	0%	1%
USP1 inh	-1%	2%	-19%	-5%	-6%	-11%	-19%	-12%

Values by screen from above.
Entries 9 to 16 in IDH1 R132H inh: 1%, -12%, -12%, -1%, 1%, 9%, 0%, 1%

Carrying on.
17	CCCn1c(N2CCN(C(=O)NCc3ccccc3)CC2)nc2ccccc21
18	Clc1ccc2nnnc(-c3ccccc3)c2c1
19	COc1ccc(C(=O)COC(=O)/C=C/c2ccc(S(=O)(=O)Nc3cccc(S(N)(=O)=O)c3)cc2)cc1
20	CC(CNC(=O)Cn1ccc2cc(S(=O)(=O)N3CCCCCC3)ccc21)c1ccccc1 (stereo unspecified)
21	Cc1ccc(-n2nc(C)c3c(C)c(CCC(=O)NCc4ccc(Cl)cc4)c(C)nc32)cc1
22	COc1ccc(CNC(=O)CC(C)S(=O)(=O)c2ccc3c(c2)NC(=O)CO3)cc1 (stereo unspecified)
23	C[C@@H]1CN([C@@H](C)CO)S(=O)(=O)c2ccc(Br)cc2O[C@H]1CN(C)C(=O)c1ccc2c(c1)OCO2
24	CCOC(=O)C1CCN(C(=O)C2CCCN(S(=O)(=O)c3ccc(OCC)c(Cl)c3)C2)CC1 (stereo unspecified)
compound no.	17	18	19	20	21	22	23	24
TrxR1 substrate	-5%[0.0914 µM]	1%[57.1 µM]	-9%	-10%	37%[activator]	4%[57.1 µM]	.	0%
Pin1 inhibitor	9%	-5%	16%	?	-9%	2%	.	1%
rTrxR1 inhibitor	4%	1%[57.1 µM]	?	-3%	34%	26%[57.1 µM]	.	13%
PI4K2A inh	5	-5	1	-2	-2	10	-9	-4
Tb PGK inh	1%	7%	-9%	-6%	.	i	-9%	-4%
HP1b binding inh	11%	18%	5%	24%	35%	53%[activator]	.	44%
GLS inh	0%	4%	8%	-7%	-3%	-1%	-5%	1%
IDH1 R132H inh	0%	5%	2%	0%	.	-8%	2%	4%
USP1 inh	-6%	-9%	-8%	3%	0%	-6%	-26%	-19%

Part of the list above, with tabs.
no.	Molecule	TrxR1 substrate	Pin1 inhibitor	rTrxR1 inhibitor	PI4K2A inh	Tb PGK inh	HP1b binding inh	GLS inh	IDH1 R132H inh	USP1 inh
19	COc1ccc(C(=O)COC(=O)/C=C/c2ccc(S(=O)(=O)Nc3cccc(S(N)(=O)=O)c3)cc2)cc1	-9%	16%	?	1	-9%	5%	8%	2%	-8%
20	CC(CNC(=O)Cn1ccc2cc(S(=O)(=O)N3CCCCCC3)ccc21)c1ccccc1 (stereo unspecified)	-10%	?	-3%	-2	-6%	24%	-7%	0%	3%
21	Cc1ccc(-n2nc(C)c3c(C)c(CCC(=O)NCc4ccc(Cl)cc4)c(C)nc32)cc1	37%[activator]	-9%	34%	-2	.	35%	-3%	.	0%
22	COc1ccc(CNC(=O)CC(C)S(=O)(=O)c2ccc3c(c2)NC(=O)CO3)cc1 (stereo unspecified)	4%[57.1 µM]	2%	26%[57.1 µM]	10	i	53%[activator]	-1%	-8%	-6%
23	C[C@@H]1CN([C@@H](C)CO)S(=O)(=O)c2ccc(Br)cc2O[C@H]1CN(C)C(=O)c1ccc2c(c1)OCO2	.	.	.	-9	-9%	.	-5%	2%	-26%

(list continues)
25	Cc1c(C(=O)OC2CCCCC2)[nH]c2c1C(=O)CC(c1ccccc1Cl)C2 (stereo unspecified)
26	CCc1ccc(NC(=O)CSc2nc3cc(C(=O)OC)ccc3c(=O)n2Cc2ccco2)cc1
27	COc1ccc(OC(=O)c2cn(C)nc2C(F)(F)F)cc1
28	CCN(CC)CCN(Cc1cc2cc(C)ccc2[nH]c1=O)C(=S)Nc1ccccc1
29	COc1ccc(NC(=S)N2CCC(Cc3ccccc3)CC2)cc1
30	COc1ccccc1N1CCN(C(=O)c2cc(-c3ccccc3)on2)CC1
31	COC(=O)CC/C(C)=N\Nc1ccc([N+](=O)[O-])cc1[N+](=O)[O-]
32	COc1ccccc1CN(C(=O)Cc1cccs1)C(C(=O)NC1CCCC1)c1ccncc1 (stereo unspecified)
compound no.	25	26	27	28	29	30	31	32
TrxR1 substrate	-9%	-8%	-9%[57.1 µM]	-2%	-1%	-2%	3%	6%
Pin1 inhibitor	0%	-1%	4%	-2%	?	2%	2%	-3%
rTrxR1 inhibitor	-2%	-7%	9%[57.1 µM]	3%	29%	13%	8%	?
PI4K2A inh	1	-1	-3	1	1	1	-5	-4
Tb PGK inh	-4%	-8%	-3%	-16%	-3%	i	5%	-6%[11.5 µM]
HP1b binding inh	3%	1%	33%[activator]	27%	8%	24%	14%	9%
GLS inh	0%	2%	0%	-1%	0%	-1%	5%	12%
IDH1 R132H inh	-13%	17%	15%	-3%	-8%	10%	4%	-7%
USP1 inh	-17%	-8%	-17%	-19%	-15%	-13%	-4%	-13%

33	O=C(CSc1cccc(C(F)(F)F)c1)N1CCN(S(=O)(=O)c2ccccc2)CC1
34	COC(=O)c1ccc(Sc2ccccc2NS(=O)(=O)c2ccc(NC(C)=O)cc2)nc1
35	Cc1cc2c(c(=O)n1C)C(Cc1ccccc1)C(C#N)=C(N)O2 (stereo unspecified)
36	Cc1nn(-c2ccc(F)cc2)c(Cl)c1C(=O)N(C)CC(=O)Nc1cccc(F)c1
37	CC(=O)N1CCc2cc(S(=O)(=O)Nc3ccc(C)cc3C)ccc21
38	Cc1ccc(NC(=O)N2CCCC2C(=O)NCc2ccc3c(c2)OCO3)cc1 (stereo unspecified)
39	CCC(C)Oc1nc2ccccc2nc1NS(=O)(=O)c1ccccc1 (stereo unspecified)
compound no.	33	34	35	36	37	38	39
TrxR1 substrate	2%	1%	34%[activator][57.1 µM]	3%	-3%	6%	1%
Pin1 inhibitor	-5%	9%	-8%	3%	-1%	1%	-12%
rTrxR1 inhibitor	25%	7%	26%[57.1 µM]	16%	21%	18%	8%
PI4K2A inh	-2	-9	0	0	2	1	-7
Tb PGK inh	-3%[11.5 µM]	-6%	1%	14%	-7%	-1%	i
HP1b binding inh	35%	4%	51%[activator]	18%	42%[activator]	27%	36%
GLS inh	2%	-4%	-2%	3%	7%	-9%	1%
IDH1 R132H inh	3%	-3%	-1%	4%	-10%	-2%	6%
USP1 inh	5%	-8%	-16%	-13%	-4%	-11%	-15%
